MsrA inh – inhibitors of bovine MsrA; purified bovine MsrA, absorbance read-out; inhibition, % at 15.5 µM; 360,000 tested, 0.75% active; AID 651718; in the data active = inhibition above about 4.5%;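 note: 0% = vehicle wells with enzyme and 100% = reference inhibitor wells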
CendR NRP1 mod – alters CendR peptide binding to human NRP-1; FAM-RPARPAR peptide binding to NRP-1, fluorescence polarization; inhibition, % at 25 µM; 360,000 tested, 0.85% active;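 active = inhibition or corrected inhibition above about 18%, plus a signal ratio from 0.5 to 1.5, limit read from the data, passing the limit was not always enough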; note: strong numbers were not always called active
Target sequence (O14786 whole entry, looked up): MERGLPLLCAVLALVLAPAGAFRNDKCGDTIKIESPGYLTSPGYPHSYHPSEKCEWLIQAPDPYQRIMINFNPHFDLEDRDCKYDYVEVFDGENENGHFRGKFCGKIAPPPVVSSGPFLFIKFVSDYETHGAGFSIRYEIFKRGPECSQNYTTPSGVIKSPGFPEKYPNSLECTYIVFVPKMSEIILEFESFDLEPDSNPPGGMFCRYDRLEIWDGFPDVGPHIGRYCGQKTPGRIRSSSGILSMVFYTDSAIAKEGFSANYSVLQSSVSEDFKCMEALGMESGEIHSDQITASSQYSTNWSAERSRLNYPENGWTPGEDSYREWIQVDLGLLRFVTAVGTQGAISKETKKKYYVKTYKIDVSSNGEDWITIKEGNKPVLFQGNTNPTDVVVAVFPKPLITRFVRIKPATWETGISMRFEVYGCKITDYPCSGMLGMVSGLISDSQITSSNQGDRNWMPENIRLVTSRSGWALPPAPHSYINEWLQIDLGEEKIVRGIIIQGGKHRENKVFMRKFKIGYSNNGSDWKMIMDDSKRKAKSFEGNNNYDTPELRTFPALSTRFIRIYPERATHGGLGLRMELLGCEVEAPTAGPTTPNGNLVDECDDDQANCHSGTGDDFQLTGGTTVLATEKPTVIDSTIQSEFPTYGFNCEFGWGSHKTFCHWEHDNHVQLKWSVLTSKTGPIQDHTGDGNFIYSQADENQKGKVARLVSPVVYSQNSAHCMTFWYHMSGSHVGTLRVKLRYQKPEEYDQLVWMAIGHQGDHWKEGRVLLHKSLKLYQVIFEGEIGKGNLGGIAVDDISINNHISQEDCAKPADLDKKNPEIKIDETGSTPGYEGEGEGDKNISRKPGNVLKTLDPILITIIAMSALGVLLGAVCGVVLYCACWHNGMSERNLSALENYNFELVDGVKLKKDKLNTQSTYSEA
DNMT1 block – DNMT1 (human) enzyme inhibition; P26358; DNMT1 molecular beacon, Hinp1I cleavage, fluorescence; inhibition (reported as % activation of signal), % at 10 µM; 360,000 tested, 0.83% active; AID 588458; in the data active = inhibition above about 50%
LMPTP block – blocks human LMPTP phosphatase; P24666; recombinant LMPTP-A, OMFP fluorogenic substrate, fluorescence intensity; inhibition, % at 20 µM; 360,000 tested, 0.22% active; AID 651560;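 active = compounds that cut the enzyme signal by at least half of the control window in the single-dose screen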;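 note: plate controls were DMSO wells with enzyme plus substrate for no effect and substrate without enzyme for full effect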
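Assay system: LMPTP-A enzyme. Input: 0.625 nM LMPTP-A final. Probe or stimulus: 400 µM OMFP. Compound dosing: single 20 µM dose. Schedule: 50 min dark incubation at room temperature. Detection: fluorescence intensity of OMFP turnover product. Read-out: percent inhibition versus substrate-only and uninhibited controls. Benchmarks: no-enzyme low control, uninhibited high control.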
Scp-1 inhibitor – Scp-1 (human) phosphatase inhibition; Q9GZU7; Recombinant Scp1, phosphopeptide, malachite green phosphate absorbance; inhibition, % at 20 µM; 340,000 tested, 0.88% active;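 active = inhibition above about 50% at 20 µM, limit read from the data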;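 note: plate controls were DMSO wells with enzyme for no effect and wells lacking enzyme for full effect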
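Test system – truncated SCP-1 phosphatase (76-261aa) · Reagent – Phosphorylated 17-residue peptide substrate · Incubation – 45 min room-temperature reaction, 5 min colour, 30 min stabiliser · Detection – colorimetric phosphate reagent with accelerator and stabiliser, absorbance at 630 nm · Measure – % inhibition at 20 µM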
Tb MetRS inh – Trypanosoma brucei MetRS inhibition; purified T. brucei MetRS, ATP depletion, Kinase-Glo luminescence; inhibition, % at 11.9 µM; 360,000 tested, 0.4% active; AID 624268;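 active = inhibition above a per-plate cutoff of the control wells' mean inhibition plus 3 SD, cut at about 5.5% in these data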;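 note: 0% = DMSO wells median and 100% = median of wells with control inhibitor compound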
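Dosing: 11.9 µM compound single dose, 0.9% DMSO; Assay system: purified T. brucei MetRS enzyme; Measured by: Kinase-Glo luciferase luminescence reporting remaining unconsumed ATP; Schedule: 15 min plus 2 h at 25 °C.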
bovine MsrA act – activates bovine MsrA enzyme; purified bovine MsrA, absorbance read-out; 360,000 tested, 0.3% active; activation, % at 10.6 µM; in the data active = activation above about 7.5%;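 note: 0% = vehicle and 100% = reference activator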
SUMO1 PPI mod – alters human SUMO1 binding to SIM partners; P63165; SUMO1 binding to a labelled peptide, TR-FRET, 1 h; inhibition, % at 20 µM; 360,000 tested, 0.33% active; AID 602429; in the data active = inhibition above about 37%
Target sequence (P63165 whole entry, looked up): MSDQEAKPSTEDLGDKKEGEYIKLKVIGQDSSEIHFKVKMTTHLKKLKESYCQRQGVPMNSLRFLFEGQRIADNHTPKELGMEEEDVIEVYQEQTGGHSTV
STEP block – STEP (human) phosphatase inhibition | P54829 | recombinant STEP, OMFP fluorogenic substrate, fluorescence | inhibition, % at 20 µM | 360,000 tested, 0.25% active;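 active = inhibition at 20 µM, scaled per plate between control wells, above about 37%, limit read from the data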;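 note: 0% = DMSO with enzyme and substrate and 100% = substrate only without enzyme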
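System: isolated STEP enzyme; schedule: 20 min enzyme reaction at room temperature, protected from light; medium: Bis-Tris buffer pH 6.0, 2.5 mM DTT, 0.005% Tween 20; signal: fluorescence, 480/540 nm; dosing: single compound dose of 20 µM, 1% DMSO final; also added: OMFP substrate, 25 µM final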
eLon inh – inhibits E. coli Lon protease. 360,000 tested, 0.42% active. P0A9M0. inhibition, % at 7.94 µM. purified E. coli Lon protease, fluorescence polarization; in the data active = inhibition above about 13%, passing the limit was not always enough;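 note: 0% = enzyme with probe and DMSO and 100% = no enzyme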
Numbers without * were called inactive; x = not tested or not shown. No enrichment for hits. About 4.3% of those tested had a hit in this group.

mol,CendR NRP1 mod,Tb MetRS inh,MsrA inh,LMPTP block,SUMO1 PPI mod,DNMT1 block,Scp-1 inhibitor,bovine MsrA act,eLon inh,STEP block
CCOc1ccc(S(=O)(=O)N(CC(=O)NCC2CCCO2)c2ccc(F)cc2)cc1 (stereo not drawn),8,-0.5,3.0,-0.8,3,-2,1,-2,3,4
O=c1c2[nH]c3ccccc3c2ncn1Cc1ccncc1,13,0.2,0.6,-2.1,-1,1,-5,-1,5,2
Cc1ccc(NC(=O)CSc2nnc(NC(=O)C3CC3)s2)cc1C,6,-0.7,-0.6,-0.1,-1,7,-3,-1,7,-1
CC(=O)Nc1ccc(S(=O)(=O)Nc2cccc(-c3cn4c(n3)SCC4)c2)cc1,6,-0.7,0.1,1.1,7,-7,-8,-3,10,-1
Cc1ccc(NC(=S)N(CCN(C)C)Cc2cc3cccc(C)c3[nH]c2=O)cc1,-2,0.1,0.5,-2.8,30,-6,12,-3,-3,6
CCOc1nc(NCCN2CCOCC2)nc(Nc2ccc([N+](=O)[O-])cc2)n1,9,-0.5,2.9,1.2,-16,-4,-4,-5,-2,-1
Cc1ccc(-c2c[nH]c(=S)n2-c2ccccc2)cc1,14,-1.1,-0.1,-2.2,-3,-2,10,-4,-21,-1
Nn1c(SCC(=O)Nc2ccc3c(c2)CCC3)nnc1C1CC1,2,-0.3,-0.2,-1.3,27,0,0,1,12,0
O=S(=O)(NCCC1=CCCCC1)c1ccc(Br)cc1,7,-0.3,-1.3,2.6,3,1,-7,-1,-17,-1
COc1ccccc1CNC(=O)COC(=O)CCN1C(=O)C2CC=CCC2C1=O (stereo not drawn),-13,-0.4,0.1,-0.3,-4,2,x,-4,-5,5
C/C(=C\C1CCCCC1)C(NC(=O)c1ccc(C(F)(F)F)cc1)c1ccc(-c2ccccc2)cc1 (stereo not drawn),9,-0.4,0.3,-2.6,1,15,-1,-3,-6,3
CN(C)CCCN(C(=O)c1nc2ccccc2s1)c1nc2ccc(F)cc2s1,0,-0.2,1.1,-1.1,0,4,-4,-4,-1,-1
CCOc1ccc(N(CCC#N)S(=O)(=O)c2ccc(OC)cc2)cc1,-5,-0.9,2.1,0.9,3,-1,-9,-1,7,-2
CSCCC(NC(=O)c1ccco1)C(=O)NC1CCCCCC1 (stereo not drawn),-10,-0.3,-0.9,-1.0,1,12,-4,0,4,-1
O=C(CN1CCN(c2ncc(C(F)(F)F)cc2Cl)CC1)NC(=O)NCc1ccccc1,-3,-0.7,-0.9,-2.8,0,-1,-4,-3,-2,-4
CN(CC(=O)Nc1ccccc1Cl)C(=O)COC(=O)c1nc(Cl)ccc1Cl,8,-0.1,-1.1,-1.1,2,5,-4,-2,5,-2
COc1ccccc1N1CC(C(=O)Nc2nnc(SCC(=O)N3CCCC3)s2)CC1=O (stereo not drawn),-1,-0.1,0.6,0.4,8,1,5,-9,-13,5
Cn1cc(Cl)c(C(=O)Nc2nccs2)n1,-4,-0.4,1.5,0.1,2,3,-4,0,2,0
CCCNC(=O)Cn1c(=O)oc2cc(S(=O)(=O)N3CCCC3)ccc21,2,-0.1,0.1,-2.3,4,1,-7,-3,-3,3
Cc1[nH]nc(-c2ccc(OCc3cnn(-c4ccccc4)c3)cc2O)c1Oc1ccccc1F,16,-1.2,-0.2,3.9,-3,4,-5,-16,-1,-2
O=C(CCc1c[nH]c2ccccc12)NCCc1ccc(O)cc1,2,-0.7,-0.1,-1.1,2,-1,-8,-4,-12,-2
S=C(Nc1ccccc1)N1CCn2cccc2C1c1cccnc1 (stereo not drawn),20,0.5,-0.5,-1.6,-1,-2,-10,-5,-8,1
Cc1ccc(NC(=O)NNC(=O)COc2ccc([N+](=O)[O-])cc2)cc1C,7,-0.5,2.1,2.6,2,2,6,-2,0,0
CC(=O)c1cccc(N(C(=O)c2cnccn2)C(C(=O)NCc2ccccc2)c2ccco2)c1 (stereo not drawn),4,-1.0,0.1,2.6,-2,-2,11,-11,-2,0
O=C(OCc1ccc(Cl)cc1)c1cnccn1,0,-0.1,-0.7,-2.1,-1,4,0,-3,6,-1
COc1ccc(C(=O)Nc2nc3cc(OC)c(OC)cc3c(=O)[nH]2)cc1,-24,-0.1,-0.3,-1.6,5,4,-6,-4,-3,0
CCc1c(O)nc(SCC(=O)Nc2ccc3c(c2)CCC3)[nH]c1=O,-19,-1.1,1.1,0.4,2,0,3,-7,-16,0
CCCCN(N=Nc1nonc1OC)c1nonc1OC,11,0.6,-0.8,-0.3,-6,-1,-10,0,11,2
CC(=O)N1C(=O)/C(=C2\SC(=S)N(c3c(C)n(C)n(-c4ccccc4)c3=O)C2=O)c2ccccc21,-6,-1.5,-1.3,2.6,4,-5,9,-10,2,3
COC(=O)c1cc(-c2ccc(OC)cc2)on1,11,0.1,-0.7,0.6,-4,0,6,-3,6,2
COc1ccc(CCNC(=O)/C=C\c2ccccc2)cc1OC,-11,-0.7,0.5,-1.5,-3,2,-5,-4,0,3
O=C(CN1C(=O)NC2(CCCC2)C1=O)OCCOc1ccc(Br)cc1,2,-0.4,-0.5,0.0,2,-4,-7,-1,0,3
CCOc1ccccc1N(C(=O)CNS(=O)(=O)c1ccccc1)C(CC)C(=O)NCc1ccco1 (stereo not drawn),4,-0.1,1.2,-0.4,-3,-1,6,-3,3,-2
Cc1c(OCC(=O)N2C[C@H]3C[C@@H](C2)c2cccc(=O)n2C3)ccc2c3c(c(=O)oc12)CCC3,-2,-1.3,1.6,0.4,-1,0,1,-4,-3,-2
O=C(Nc1ccc2c(c1)OCO2)C1CC1,-1,-0.1,-0.5,0.5,1,-12,-4,1,-5,0
Cc1cc(NCC(c2ccccc2)c2ccccc2)n2ncnc2n1,7,0.2,-1.4,-0.4,1,4,1,5,-3,1
OC(c1ccc(F)cc1)c1nc(-c2cnc3ccccc3c2)cs1 (stereo not drawn),3,-0.1,1.0,0.7,-21,-4,x,-2,-8,-3
CCOC(=O)C1CCCN(C(=O)c2ccc3[nH]c4c(c3c2)CC(C)CC4)C1 (stereo not drawn),-9,-0.5,-0.5,-3.0,0,-2,-2,-4,8,0
O=C(c1ccc(-n2cncn2)c([N+](=O)[O-])c1)N1CCN(S(=O)(=O)c2ccc(F)c(F)c2)CC1,7,1.1,-0.1,-0.9,-15,7,-3,-3,-8,-3
O=C(c1cccnc1)N1CCCc2ccccc21,5,1.6,-0.7,-0.6,-1,0,-8,-3,5,-2
CCn1nc(C(=O)Nc2cc(Cl)ccc2-n2cncn2)c2ccccc2c1=O,0,-0.1,-1.6,7.9,3,4,-6,-3,-7,2
CCOc1ccc(C(=O)N2CCN(c3cccc(Cl)c3)CC2)cc1,14,1.0,1.0,0.6,2,0,-2,-3,-3,-1
CCOc1ccc(N2CC(C(=O)Nc3cccnc3)CC2=O)cc1 (stereo not drawn),17,-0.3,-0.8,-0.6,2,0,-5,-4,-8,0
COc1cc(/C=N/NC(=S)N/N=C/c2cc(OC)c(OC)c(OC)c2)cc(OC)c1OC,1,-0.9,1.4,-0.5,-3,-13,-5,-1,-8,0
Cc1cc(C)cc(N(C(=O)c2csnn2)C(C(=O)NC2CCCCC2)c2cccnc2)c1 (stereo not drawn),-2,-0.9,-1.5,-1.4,2,5,3,0,-2,1
CC(=O)c1cn(CC(=O)NCC2CCCO2)c2ccccc12 (stereo not drawn),20*,0.4,-0.2,-0.6,0,-1,-4,0,-4,2
COc1cccc(Cn2cnc3c(NS(=O)(=O)c4cccc(Cl)c4Cl)c(C)c(C)cc32)c1,-5,0.8,1.3,3.2,-3,-17,9,-1,12,-2
O=C(CSc1nc(=O)n(CCCN2CCOCC2)c2c1CCC2)Nc1cccc(F)c1,-5,-0.1,-0.4,2.2,0,0,4,0,-1,1
CCC(=O)NCCc1nc2ccccc2n1CC,3,-0.3,1.6,-1.1,-5,3,31,-3,0,6
O=C(CN1CCN(Cc2ccccc2)C1=O)NCc1cccs1,1,-0.3,0.3,-1.9,3,-1,-3,-5,-7,-1
CC(NC(=O)CCN1C(=O)c2ccccc2C1=O)c1ccccc1 (stereo not drawn),12,0.2,0.1,-1.4,-13,-3,-6,0,-4,0
COc1ccc(S(=O)(=O)N2CCOCC2)cc1NC(=O)CCCSc1ccccc1,8,-0.2,0.2,-0.4,2,1,x,0,-12,-1
Cc1cccc(NC(=S)NCCN(C2CCCCC2)C2CCCC2)c1,1,0.7,0.7,-0.9,-4,-2,-6,-3,-1,13
COc1ccc(CCNC(=O)CSc2n[nH]c(C)c2[N+](=O)[O-])cc1OC,-10,0.7,-0.6,-1.4,-7,12,-3,-1,4,0
CCCC(=O)Nc1cccc(NC(=S)NC(=O)C(C)Oc2ccc(Cl)cc2Cl)c1 (stereo not drawn),-3,0.0,1.9,4.4,2,-14,-15,0,-1,-1
NC(=O)c1ccc(NC(=O)CN2CCN(C(=O)c3ccco3)CC2)cc1,4,-0.4,-1.1,-0.2,5,3,-4,1,5,0
COc1ccc(CCNC(=O)C2(C)CCC(=O)N2CCC(C)C)cc1OC (stereo not drawn),-18,-0.6,-0.4,-1.7,-4,-1,-10,0,-2,1
CSc1nnc(CSc2cc(C)nc(N(C)C)n2)o1,11,-0.2,-0.4,-0.1,3,2,-7,-2,-2,-1
CCCn1c(N)c(C(=O)CSc2n[nH]c(-c3ccccc3F)n2)c(=O)n(C)c1=O,4,0.3,1.2,-0.9,7,0,-3,-9,-8,-1
Cn1c(=O)c2c(nc(NCC(O)CO)n2CCc2ccccc2)n(C)c1=O (stereo not drawn),5,-0.8,0.4,-0.7,21,-2,-4,-1,0,6

Only LMPTP block, Scp-1 inhibitor and eLon inh (3 entries from above):
molecule	LMPTP block	Scp-1 inhibitor	eLon inh
NC(=O)c1ccc(NC(=O)CN2CCN(C(=O)c3ccco3)CC2)cc1	-0.2	-4	5
COc1ccc(CCNC(=O)C2(C)CCC(=O)N2CCC(C)C)cc1OC (stereo not drawn)	-1.7	-10	-2
CSc1nnc(CSc2cc(C)nc(N(C)C)n2)o1	-0.1	-7	-2

Bioassay records deposited in PubChem BioAssay by several laboratories.
